Compound activity as filed in PubChem BioAssay.
GPR151 activ: activators of human GPR151, primary screen, cell-based, PathHunter beta-arrestin, luminescence. G-protein coupled receptor 151 (Homo sapiens), Q8TDV0. PathHunter beta-arrestin GPR151 cells. activation, % at 11.2 µM. 650,000 compounds, 1% hits. AID 1508602, 2020; in the data active = activation above about 4.9%;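 note: 0% = median of compound wells and 100% = cells with positive control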
Target sequence (Q8TDV0 whole entry, looked up): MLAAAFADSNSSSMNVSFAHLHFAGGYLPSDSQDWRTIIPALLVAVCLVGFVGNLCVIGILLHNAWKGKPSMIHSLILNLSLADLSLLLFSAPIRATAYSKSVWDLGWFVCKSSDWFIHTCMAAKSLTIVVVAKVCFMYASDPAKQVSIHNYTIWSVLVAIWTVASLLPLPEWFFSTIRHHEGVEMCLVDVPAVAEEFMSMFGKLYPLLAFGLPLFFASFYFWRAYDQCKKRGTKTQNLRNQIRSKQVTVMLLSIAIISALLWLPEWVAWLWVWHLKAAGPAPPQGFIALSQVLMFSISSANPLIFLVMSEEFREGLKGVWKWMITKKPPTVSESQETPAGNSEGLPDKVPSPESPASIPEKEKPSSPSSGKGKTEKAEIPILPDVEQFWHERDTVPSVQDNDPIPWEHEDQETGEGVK
TEAD-YAP block: TEAD-YAP interaction inhibition, primary screen, TEAD-YAP interaction inhibitor project, luminescence, HEK-TIYL cells. TEAD-Gal4/YAP UAS-luciferase luminescence. AID 1259422, 2018. inhibition, % at 9.12 µM. 640,000 compounds, 1.4% hits; in the data active = inhibition above about 32%;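 note: 0% = median of test compound wells and 100% = reference inhibitor wells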
FBW7 activator: FBW7 E3 ligase activators, primary screen, biochemical, AlphaScreen, human. F-box/WD repeat-containing protein 7 (Homo sapiens), Q969H0. AlphaScreen FBW7–phospho-cyclin E peptide binding, activator screen. normalized activity (activation), % at 26.1 µM. 650,000 compounds, 0.13% hits; in the data active = normalized activity above about 1.9%;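 note: purified mutant Fbw7 with reduced substrate affinity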
MITF primary: MITF inhibitors, primary screen, biochemical, AlphaScreen, human; Microphthalmia-associated transcription factor (Homo sapiens), O75030; AlphaScreen MITF homodimerization, bead proximity signal; inhibition, % at 2.6 µM; 650,000 compounds, 0.91% hits; AID 1259374, 2018; in the data active = inhibition above about 50%;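 note: 0% = vehicle wells with protein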
Target sequence (O75030 whole entry, looked up): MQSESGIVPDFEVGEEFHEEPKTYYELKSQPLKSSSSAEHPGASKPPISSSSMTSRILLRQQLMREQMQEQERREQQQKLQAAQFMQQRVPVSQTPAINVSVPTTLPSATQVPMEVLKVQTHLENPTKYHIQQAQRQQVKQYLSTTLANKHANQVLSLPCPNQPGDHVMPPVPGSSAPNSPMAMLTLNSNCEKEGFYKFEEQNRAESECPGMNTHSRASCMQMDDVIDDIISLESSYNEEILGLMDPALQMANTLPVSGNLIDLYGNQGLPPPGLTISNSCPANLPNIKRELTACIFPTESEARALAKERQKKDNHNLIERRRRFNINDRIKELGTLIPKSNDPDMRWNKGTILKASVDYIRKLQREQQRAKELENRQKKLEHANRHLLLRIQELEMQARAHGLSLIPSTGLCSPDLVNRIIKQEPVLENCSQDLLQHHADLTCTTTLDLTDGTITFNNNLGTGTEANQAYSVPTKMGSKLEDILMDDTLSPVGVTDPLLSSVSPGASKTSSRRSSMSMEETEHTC
Numbers without * were called inactive.

no. | SMILES | GPR151 activ | TEAD-YAP block
1 | O=C(/C=C/c1ccc([N+](=O)[O-])s1)Nc1nc(-c2ccccn2)cs1 | 0.1 | 2
2 | COC(=O)C1=C(C)NC(=O)CC1c1ccc(Cl)c(Cl)c1 (stereo not drawn) | 1.7 | 3
3 | CCCCn1nnc(NC(=O)c2cccc(F)c2)n1 | 2.2 | -25
4 | NNC(=O)Cn1cnc(-c2ccc(F)cc2)c1 | -0.4 | -7
5 | COc1cccc(C2CC(c3cccs3)=NN2C(=O)CSc2nnc(CNC(=O)c3cccs3)n2C)c1OC (stereo not drawn) | -0.9 | 1
6 | O=C(O)C1CC=CCC1C(=O)Nc1ccc(S(=O)(=O)N2CCCc3ccccc32)cc1 (stereo not drawn) | 1.2 | 19
7 | O=C(Nc1ccon1)c1cc(Br)ccc1Cl | 0.0 | 12
8 | O=C1CC2(CCN(C(=O)c3cccc(Cl)c3)CC2)Oc2ccccc21 | 1.5 | 6

no. | FBW7 activator | MITF primary
1 | -0.1 | 3
2 | 0.0 | 6
3 | 0.0 | 12
4 | -0.1 | -2
5 | -0.2 | -3
6 | 0.1 | 3
7 | -0.1 | -6
8 | 0.0 | 9

(list continues)
no. | SMILES | GPR151 activ | TEAD-YAP block
9 | CCOc1ccccc1NC(=O)Cc1c(C(=O)O)[nH]c2ccc(Cl)cc12 | 0.3 | 7
10 | CCOC(=O)c1c(C)c(C(=O)NCCc2ccccc2OC)c(C)n1C | -0.9 | -1
11 | COC(=O)c1sc(NC(=O)COc2ccc(Cl)cc2)nc1C | -0.5 | 6
12 | O=c1c2c([nH]c3ccccc13)CCCC2 | -0.8 | 0
13 | Cc1ccc(NC(=O)CSc2nc(C)cc(C)n2)cc1 | 1.0 | -4
14 | Cc1ccc(S(=O)(=O)N(CC(=O)NCc2ccco2)Cc2ccccc2Cl)cc1 | 0.1 | 8
15 | CCc1ccc(OCC(=O)N2CCCC2)cc1 | 0.0 | -26
16 | CCOC(=O)N1CCC(N2Cc3cc(C)ccc3OC(c3ccsc3)C2)CC1 (stereo not drawn) | -1.2 | 4

no. | FBW7 activator | MITF primary
9 | -0.1 | -2
10 | -0.2 | 55*
11 | -0.1 | 2
12 | -0.1 | 3
13 | 0.0 | -5
14 | 0.2 | 11
15 | 0.1 | 19
16 | 0.1 | 9

Further entries
no. | SMILES | GPR151 activ | TEAD-YAP block
17 | COc1ccc(Cn2nc(C)c([N+](=O)[O-])c2C)cc1OC | 0.1 | 0
18 | CCCCC1=NN2C(=N)/C(=C/c3cn(CCOc4ccc(OC)cc4)c4ccccc34)C(=O)N=C2S1 | 0.4 | 9
19 | CCOc1ccc(NC(=O)CSc2nc3ccccc3c(=O)n2CCC(=O)NCCc2ccccc2)cc1 | 0.2 | -2
20 | CC1Cc2ccccc2N1C(=O)COC(=O)c1cc(=O)c2ccccc2o1 (stereo not drawn) | 1.9 | 8
21 | Cc1ccc(Cn2cc(Br)c([N+](=O)[O-])n2)cc1 | 1.3 | 11
22 | CC(C)NS(=O)(=O)CCCOc1ccc(F)cc1 | 2.1 | -3
23 | COC(=O)c1ccc(CSc2nnc3[nH]c(=O)cc(C)n23)o1 | -2.5 | 4
24 | CCOC(=O)C1=C(C)NC2=C(C(=O)CC(c3ccc(OC)c(OC)c3)C2)C1c1cc(OC)ccc1OC (stereo not drawn) | 1.7 | 7

no. | FBW7 activator | MITF primary
17 | 0.2 | -5
18 | -0.1 | 9
19 | -0.1 | 4
20 | 0.0 | -4
21 | 0.0 | 7
22 | -0.2 | -2
23 | -0.4 | -10
24 | 0.0 | -6

Next section:
no. | SMILES | GPR151 activ | TEAD-YAP block
25 | O=C1CSC(=S)N1C1CCCCC1 | 2.6 | 7
26 | CCOc1ccc(-c2cnc(=S)[nH]c2N)cc1 | -1.7 | 1
27 | CC(C)(C)C(=O)Nc1nnc(C(C)(C)C)s1 | -1.7 | -10
28 | CC1CCCC(NC(=O)CN2C(=O)COc3ccc(S(=O)(=O)N4CCCC4)cc32)C1C (stereo not drawn) | 0.5 | 6
29 | CN1CCN(c2ccc(NC(=O)COc3ccccc3[N+](=O)[O-])cc2)CC1 | 0.7 | 6
30 | O=C(N=C1N=C2C=CC=CN2Cc2ccccc21)c1ccccc1Cl | -5.5 | -39
31 | CC(=O)ON1C(C)(C)CC(OC(=O)c2ccco2)CC1(C)C | -0.3 | -9
32 | NS(=O)(=O)c1ccc(NC(=O)CCCOc2ccc(Cl)cc2Cl)cc1 | 0.1 | -7

no. | FBW7 activator | MITF primary
25 | 0.0 | 0
26 | 0.1 | 2
27 | 1.1 | 21
28 | 0.0 | 14
29 | 0.2 | 15
30 | 0.0 | 3
31 | 0.1 | -3
32 | 0.0 | 16

Other structures follow:
no. | SMILES | GPR151 activ | TEAD-YAP block
33 | CC(=O)NC1(c2ccccc2)CCN(C(=O)N(c2ccccc2)c2ccccc2)CC1 | -0.8 | 1
34 | CSc1cccc(NC(=O)Cn2c(=O)oc3ccccc32)c1 | 1.8 | -4
35 | CCOCCOC(=O)c1cccc(NC(=O)Nc2ccc(Cl)cc2)c1 | -1.0 | -49
36 | CC1CCN(C(=O)c2ccc(Sc3ccc(F)cc3)c([N+](=O)[O-])c2)CC1 | -0.5 | -5
37 | COc1cc(C(=O)Nc2c3c(nn2-c2ccccc2)CSC3)c([N+](=O)[O-])cc1OC | 0.6 | 5
38 | COc1ccc(NC(C)=O)c2ncccc12 | 3.6 | -3
39 | CCOC(=O)c1c(NC(=O)N/N=C/c2cccc(OC)c2O)sc(C(C)=O)c1C | -0.6 | 1
40 | O=C1Cc2cc(S(=O)(=O)NC3CCCc4ccccc43)ccc2N1 (stereo not drawn) | -0.9 | 7

no. | FBW7 activator | MITF primary
33 | 0.1 | -5
34 | 0.0 | 0
35 | -0.1 | 1
36 | -0.5 | 3
37 | 0.0 | 7
38 | 0.2 | 20
39 | 0.1 | 8
40 | 0.6 | 12

Next structures:
no. | SMILES | GPR151 activ | TEAD-YAP block
41 | COc1ccc(C(C)C)cc1-c1cnn2c(NCCc3cccnc3)ccnc12 | 0.5 | -23
42 | CCOC(=O)C1CCN(S(=O)(=O)c2c(C)cc(C)cc2C)CC1 | 2.1 | 1
43 | CCC1CCCCN1S(=O)(=O)c1c(C)nc2sccn2c1=O (stereo not drawn) | 0.3 | -4
44 | CC1CCCCN1C(=O)C1CC(=O)c2sc(NC(=O)C3CCC3)nc2C1 (stereo not drawn) | -1.2 | 3
45 | Cc1sc2ncnc(OCC(=O)c3cc(C)n(C)c3C)c2c1C | -1.5 | 19
46 | Cc1sc2ncn(CC(=O)NC3CCCC(C)C3C)c(=O)c2c1S(=O)(=O)N1CCOCC1 (stereo not drawn) | -0.5 | -2
47 | CCCCN(CCCC)S(=O)(=O)c1ccc(C(=O)Nc2sc3c(c2C(=O)OCC)CCN(C(C)=O)C3)cc1 | 0.3 | 4
48 | COCc1ccc(CN2CCc3nnc(CNC(=O)C4CCCN(C)C4)n3CC2)o1 (stereo not drawn) | -0.2 | 7

no. | FBW7 activator | MITF primary
41 | 0.3 | 12
42 | 0.1 | 10
43 | -0.1 | 0
44 | 0.3 | 23
45 | -0.2 | -4
46 | 0.0 | -1
47 | 0.0 | -16
48 | 0.2 | 0

(further entries)
no. | SMILES | GPR151 activ | TEAD-YAP block
49 | C#CCOc1ccc(Br)cc1CO | -0.5 | -45
50 | Cc1ccc(S(=O)(=O)Nc2ccccc2-c2nc3ccccc3s2)cc1 | -1.5 | 13
51 | NC(=O)Cc1ccc(C(=O)CCl)s1 | -0.4 | -3
52 | CC(=O)Cn1nnc([N+](=O)[O-])n1 | 0.4 | 7
53 | COc1cc(N2C(=O)NC(=O)/C(=C/c3cccs3)C2=O)cc(OC)c1OC | -1.2 | 7
54 | COc1cc(/C=N/Nc2ncnc(N)c2[N+](=O)[O-])ccc1O | -9.9 | 34*
55 | CCOC(=O)N1CCC(N2CCC3(CC2)CC3C(=O)Nc2cc(C)cc(C)c2)CC1 (stereo not drawn) | 0.6 | -10
56 | CCOCC(=O)NCC1CCN(C(=O)Nc2ccccc2OC)CC1 | -1.3 | -6

no. | FBW7 activator | MITF primary
49 | -0.3 | -2
50 | 0.1 | 10
51 | -0.1 | 3
52 | 0.2 | 1
53 | -0.1 | 41
54 | -0.6 | 10
55 | 0.0 | 2
56 | 0.0 | -1

New compounds follow:
no. | SMILES | GPR151 activ | TEAD-YAP block
57 | O=C(Oc1ccc(OCCC2CO2)cc1)c1ccc(OCCC2CO2)cc1 (stereo not drawn) | 0.5 | 1
58 | C/C(=N\NC(=O)c1ccccn1)c1cccc2ccccc12 | 2.3 | -65
59 | COC(=O)C1=CN(C2CC2)C=C(C(=O)OC)C1c1cccc(O)c1 | 1.7 | 10
60 | COC(=O)c1cc(C#N)c(OC(C)C)nc1C | 1.2 | 11
61 | C/C(N)=C(/C#N)C(=O)COC(=O)C1CC(=O)N(c2ccc3c(c2)OCCO3)C1 (stereo not drawn) | -0.3 | 12
62 | O=C(CN1C(=O)c2ccccc2C1=O)NCCNC(=O)CN1C(=O)c2ccccc2C1=O | -0.8 | 4
63 | CCCNS(=O)(=O)c1cc(Br)cnc1N | -1.0 | 5
64 | COCC1CCCN(Cc2ccc3c(c2)CN(C(=O)c2cn4ccc(C)cc4n2)CCO3)C1 (stereo not drawn) | 0.1 | 6

no. | FBW7 activator | MITF primary
57 | -0.2 | -5
58 | -0.3 | -5
59 | -0.2 | -17
60 | 0.0 | 0
61 | -0.1 | 4
62 | 0.0 | 7
63 | 0.0 | 11
64 | -0.1 | 6

The listing continues:
no. | SMILES | GPR151 activ | TEAD-YAP block
65 | COc1cc(/C=C/C(=O)OCC(=O)NC(=O)NCc2ccccc2)ccc1OCC#N | 1.0 | -4
66 | CCc1ccc2oc(-c3ccc(C)c(NC(=O)c4oc(=O)c5ccccc5c4-c4ccc(C)cc4)c3)nc2c1 | 0.2 | -15
67 | CCCCNC(=O)c1c[nH]c2ccc(S(=O)(=O)N(CC)c3ccc(F)cc3)cc2c1=O | 0.1 | 0
68 | COCC(C)Nc1nc(C)c(C(C)=O)s1 (stereo not drawn) | -0.4 | 3
69 | CS(=O)(=O)N1CCCCC1C(=O)Nc1nc(-c2ccncc2)cs1 (stereo not drawn) | 1.3 | 1
70 | CCCCOC(=O)C1CCCC(C)N1 (stereo not drawn) | 1.4 | -9
71 | COc1ccc(-c2ccnc(SCC(=O)c3ccc4c(c3)OCO4)n2)cc1 | 1.3 | 3
72 | O=C(c1cnn2cccnc12)N1CCC(c2ncncc2-c2ccncc2)CC1 | -0.8 | 14
73 | C=C(C)CN(CC)Cc1nc(N2CCCN(C(C)=O)CC2)c2cccc(C)c2n1 | 1.9 | 19

no. | FBW7 activator | MITF primary
65 | 0.0 | -9
66 | 0.2 | 13
67 | 0.1 | 6
68 | 0.0 | -3
69 | -0.3 | 5
70 | -0.1 | -8
71 | -0.1 | 10
72 | 0.9 | 23
73 | -0.2 | -2

Molecules shown so far with a thiophene ring, fused or not, in the order listed:
no. | SMILES | GPR151 activ | TEAD-YAP block
1 | O=C(/C=C/c1ccc([N+](=O)[O-])s1)Nc1nc(-c2ccccn2)cs1 | 0.1 | 2
5 | COc1cccc(C2CC(c3cccs3)=NN2C(=O)CSc2nnc(CNC(=O)c3cccs3)n2C)c1OC (stereo not drawn) | -0.9 | 1
16 | CCOC(=O)N1CCC(N2Cc3cc(C)ccc3OC(c3ccsc3)C2)CC1 (stereo not drawn) | -1.2 | 4
39 | CCOC(=O)c1c(NC(=O)N/N=C/c2cccc(OC)c2O)sc(C(C)=O)c1C | -0.6 | 1
45 | Cc1sc2ncnc(OCC(=O)c3cc(C)n(C)c3C)c2c1C | -1.5 | 19
46 | Cc1sc2ncn(CC(=O)NC3CCCC(C)C3C)c(=O)c2c1S(=O)(=O)N1CCOCC1 (stereo not drawn) | -0.5 | -2
47 | CCCCN(CCCC)S(=O)(=O)c1ccc(C(=O)Nc2sc3c(c2C(=O)OCC)CCN(C(C)=O)C3)cc1 | 0.3 | 4
51 | NC(=O)Cc1ccc(C(=O)CCl)s1 | -0.4 | -3
53 | COc1cc(N2C(=O)NC(=O)/C(=C/c3cccs3)C2=O)cc(OC)c1OC | -1.2 | 7

no. | FBW7 activator | MITF primary
1 | -0.1 | 3
5 | -0.2 | -3
16 | 0.1 | 9
39 | 0.1 | 8
45 | -0.2 | -4
46 | 0.0 | -1
47 | 0.0 | -16
51 | -0.1 | 3
53 | -0.1 | 41
